Screens (PubChem)
AMA1 RON2 block = qHTS for Inhibitors of AMA1-RON; Towards Development of Antimalarial Drug Lead: Primary Screen; AlphaScreen AMA1-biotinylated RON2 peptide binding; Potency, µM (top dose mostly 58.2 µM), for inactives: at the highest dose activity change, negative = inhibition, hits mostly inhibitors; AID 720542, 2013; 0.2% of 360,000 active; Plasmodium falciparum AMA1 (3D7) - RON2 peptide interaction;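 note: potency is the fitted concentration of half-maximal effect; 0% = vehicle wells and -100% = peptide control; nearly all actives have a fitted effect of over 45% in size; some results filed as inactive show a strong effect at the top dose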
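AMA1 (3D7) with his tag at 25 nM final met compounds first, then biotinylated RON2 peptide at 25 nM; detection used donor plus acceptor beads, 10 µg/mL apiece, read by AlphaScreen after 30 min at room temperature.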
FBPA Giardia inh = qHTS Assay for Inhibitors of Fructose-1,6-bisphosphate Aldolase from Giardia Lamblia | A8B2U2 | Potency, µM (titrated, usually from 59.6 µM), for inactives: top-dose activity, negative = inhibition, actives largely listed as inhibitors | purified Giardia FBPA | 0.71% of 290,000 active; note: potency is the fitted concentration of half-maximal effect; nearly all actives have a fitted effect of over 55% in size
Target sequence (A8B2U2 whole entry, looked up): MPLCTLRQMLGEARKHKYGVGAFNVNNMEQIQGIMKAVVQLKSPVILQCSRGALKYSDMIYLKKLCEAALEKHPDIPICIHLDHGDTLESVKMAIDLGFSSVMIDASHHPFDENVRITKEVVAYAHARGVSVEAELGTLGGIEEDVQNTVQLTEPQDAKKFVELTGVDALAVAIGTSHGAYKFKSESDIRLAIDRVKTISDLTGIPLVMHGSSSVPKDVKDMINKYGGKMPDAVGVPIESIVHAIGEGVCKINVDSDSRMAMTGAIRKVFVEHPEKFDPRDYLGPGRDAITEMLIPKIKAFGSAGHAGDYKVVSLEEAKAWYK
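Giardia FBPA (40 nM reagent) was preincubated 10 min at RT with compound (up to 57.5 uM final), then substrate plus GAPDH/TPI/NAD/arsenate coupling system with diaphorase/resazurin was added; resorufin fluorescence (525/598 nm) was read after 20 min.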
HCMV antiviral = qHTS Assay for inhibitors of the human cytomegalovirus (HCMV); activity change, negative = inhibition, % at 57.5 µM; HFF cells, HCMV-luciferase reporter, 72 h; stronger effect = lower value; 4.5% of 410,000 active; in the data active = activity change below about -60%; inconclusive = no clear call, values can overlap the other calls; inactive = above about -39%
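After 16 h attachment at 37C, HFF cells received test compound and HCMV-luciferase (1 PFU/cell); reporter luminescence read 72 h later, data normalized against buffer-only and known inhibitor Salinomycin.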
AmpC inh no detg = qHTS Inhibitors of AmpC Beta-Lactamase (assay without detergent) | P00811 | AmpC nitrocefin hydrolysis, absorbance 480 nm, 0.0001% Triton | Potency, µM (top dose mostly 57.1 µM), inactives show at the top dose activity change, negative = inhibition, actives largely listed as inhibitors | 0.52% of 330,000 active;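 note: potency is the fitted concentration of half-maximal effect; plate controls were no compound for no effect and no enzyme for full effect; nearly all actives have a fitted effect of over 20% in size; some results filed as inactive show a strong effect at the top dose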
Target sequence (P00811 whole entry, looked up): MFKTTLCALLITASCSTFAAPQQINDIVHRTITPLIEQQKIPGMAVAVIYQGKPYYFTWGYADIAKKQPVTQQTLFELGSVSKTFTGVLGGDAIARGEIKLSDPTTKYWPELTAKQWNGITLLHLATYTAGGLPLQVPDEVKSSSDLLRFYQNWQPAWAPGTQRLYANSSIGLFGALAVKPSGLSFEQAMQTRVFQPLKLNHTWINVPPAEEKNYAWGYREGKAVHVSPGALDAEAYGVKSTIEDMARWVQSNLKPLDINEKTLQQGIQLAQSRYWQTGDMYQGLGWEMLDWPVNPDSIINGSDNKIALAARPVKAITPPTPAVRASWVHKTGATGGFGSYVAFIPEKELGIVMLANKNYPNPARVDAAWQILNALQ
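AmpC (5.3 nM in the dispensed reagent) in 20 mM phosphate pH 7.0 with 0.01% (detergent screen) or 0.0001% Triton X-100 was preincubated with compounds for 15 min at room temperature. Nitrocefin was then added from an 800 uM solution, and hydrolysis was followed at 480 nm.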
AmpC inh detg = qHTS Inhibitors of AmpC Beta-Lactamase (assay with detergent) | AmpC hydrolysis of nitrocefin, absorbance 480 nm, 0.01% Triton | Potency, µM (titrated, usually from 114 µM), without a hit: at the highest dose activity change, negative = inhibition, actives largely listed as inhibitors | P00811 | AID 485294, 2010 | 0.041% of 370,000 active;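 note: potency is the fitted concentration of half-maximal effect; 0% = no-compound wells and -100% = no-enzyme wells; nearly all actives have a fitted effect of over 25% in size; some results filed as inactive show a strong effect at the top dose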
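20 mM phosphate pH 7.0 + 0.01% (detergent screen) or 0.0001% Triton X-100; 5.3 nM AmpC reagent; cpd preinc 15 min RT; nitrocefin (800 uM stock) to start; A480 q20 s × 4 min; Activity was normalised to no-enzyme and no-compound control wells.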
Sm TGR block = qHTS Assay for the Inhibitors of Schistosoma Mansoni Peroxiredoxins | 3% of 360,000 active | Potency, µM (series often up to 114 µM), inactives show at the top dose activity change, negative = inhibition, most hits filed as inhibitors | purified TGR, DTNB reduction, TNB absorbance 405 nm; note: potency is the fitted concentration of half-maximal effect; nearly all actives have a fitted effect of over 60% in size
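First, TGR (20 nM dispensed) and NADPH were mixed with compound. Second, a 15 min room-temperature incubation followed. Third, further NADPH and then DTNB were added to start the reaction. Finally, TNB absorbance was monitored kinetically.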
* marks the source's active call; other numbers are inactive results; [ ] = another dose, or the depositor's remark. Unless noted, calls come from the whole dose curve; as a rule, active = well fitted curve in the direction sought with a large enough effect; inconclusive = small, poorly fitted or top-dose-only effect, or another doubt; inactive = no such curve, though single readings can be large; an effect the other way counts as inactive or inconclusive. Unless noted, % is set by controls: 0 for no effect and ±100 for the full control effect.

Screening O=C(/C=C/c1ccco1)NCC1COc2ccccc2O1 (centres undefined) returned AMA1 RON2 block -2%, FBPA Giardia inh 15%, HCMV antiviral 36, AmpC inh no detg 2%, AmpC inh detg 0% and Sm TGR block 0.89µM*.
Screening CSc1ccccc1NC(=O)CN(c1ccccc1Br)S(C)(=O)=O returned AMA1 RON2 block 0%, FBPA Giardia inh -3%, HCMV antiviral -21, AmpC inh no detg -21%, AmpC inh detg -9% and Sm TGR block -7%.
Screening CCOC(=O)CN1C(=O)/C(=C/c2ccccc2Br)Oc2ccccc21 returned AMA1 RON2 block 12%, FBPA Giardia inh -1%, HCMV antiviral 23, AmpC inh no detg -9%, AmpC inh detg -4% and Sm TGR block 15%.
For COc1ccc(NC(=O)CC2SC(=O)NC2=O)cc1 (centres undefined) the results were AMA1 RON2 block 41%[activator], FBPA Giardia inh -2%, HCMV antiviral -67*, AmpC inh no detg -35%, AmpC inh detg 3% and Sm TGR block inconclusive.
`COc1cc(C(=O)Nc2ccccc2C2COC(=O)C2=N)cc(OC)c1OC` (centres undefined) gave AMA1 RON2 block -10%, FBPA Giardia inh 3%, HCMV antiviral 27, AmpC inh no detg -47%, AmpC inh detg inconclusive and Sm TGR block -11%.
`O=C(NCc1cccc(Cl)c1)NCc1noc2ccccc12` gave HCMV antiviral 3, AmpC inh detg 13% and Sm TGR block 4%.
`Cc1ccc(/C=C2/SC(=S)N(C3CCCCC3)C2=O)o1` gave AMA1 RON2 block -25%, FBPA Giardia inh 0%, HCMV antiviral -17, AmpC inh no detg -23%, AmpC inh detg 2% and Sm TGR block 45µM*.
For C=CCN(c1ccc(Br)cc1C(=O)OC)S(C)(=O)=O the results were AMA1 RON2 block 58%[activator], HCMV antiviral -8, AmpC inh no detg -12%, AmpC inh detg 0% and Sm TGR block 1%.
Screening COc1cccc(NC(=O)N(Cc2cn(C)c3ccccc23)C2CCCCCC2)c1 returned HCMV antiviral -105*, AmpC inh detg 6% and Sm TGR block 13%.
For O=C(COc1ccc(Cl)cc1)NCc1nnc(SCC(=O)Nc2ccccc2F)o1 the results were AMA1 RON2 block -15%, FBPA Giardia inh -2%, HCMV antiviral 13, AmpC inh no detg -14%, AmpC inh detg 3% and Sm TGR block -1%.
For Cc1ccc(S(=O)(=O)N2CCN(C(=O)C3COc4ccccc4O3)CC2)cc1C (centres undefined) the results were AMA1 RON2 block -6%, FBPA Giardia inh 1%, HCMV antiviral -25, AmpC inh no detg 7%, AmpC inh detg 4% and Sm TGR block 15%.
Screening Cc1c(N=NC2=C(O)CC(C)(C)CC2=O)cc2c(c1[N+](=O)[O-])C(C)(C)CC2(C)C returned AMA1 RON2 block 5%, FBPA Giardia inh 0%, HCMV antiviral -10, AmpC inh no detg -19%, AmpC inh detg inconclusive and Sm TGR block -25%.
For O=C(c1cccc([N+](=O)[O-])c1)N1CCN(c2ccc(Cl)cc2)CC1 the results were AMA1 RON2 block -1%, FBPA Giardia inh -1%, HCMV antiviral -26, AmpC inh no detg 18%, AmpC inh detg 5% and Sm TGR block 1%.
O=c1c(Cc2ccc(F)cc2)c(O)ccn1Cc1ccc(Cl)cc1Cl was read as AMA1 RON2 block 2%, FBPA Giardia inh -3%, HCMV antiviral 25, AmpC inh no detg inconclusive, AmpC inh detg 0% and Sm TGR block -4%.
For CC(=O)NC(Cc1c[nH]c2ccccc12)C(=O)NCc1ccco1 (centres undefined) the results were AMA1 RON2 block 7%, FBPA Giardia inh 0%, HCMV antiviral 20, AmpC inh no detg -4%, AmpC inh detg 5% and Sm TGR block -14%.
Screening O=S(=O)(Cc1ccc(Cl)cc1)N1CCCC1 returned AMA1 RON2 block 28%, FBPA Giardia inh 1%, HCMV antiviral 5, AmpC inh no detg -5%, AmpC inh detg inconclusive and Sm TGR block -1%.
Screening COc1ccc(CCNC(=O)CN2C(=O)c3cccc4cccc(c34)C2=O)cc1OC returned AMA1 RON2 block -2%, FBPA Giardia inh 2%, HCMV antiviral -29, AmpC inh no detg -4% and AmpC inh detg -6%.
For O=C(O)c1ccccc1C(=O)Nc1ccc(Oc2cccc(C(F)(F)F)c2)nc1 the results were AMA1 RON2 block -11%, FBPA Giardia inh -6%, HCMV antiviral 35, AmpC inh no detg 0%, AmpC inh detg 0% and Sm TGR block inconclusive.
Screening CCCc1[nH]nc2c1C1(C(=O)N(Cc3ccccc3)c3ccccc31)C(C(=O)OC)=C(N)O2 (centres undefined) returned AMA1 RON2 block -8%, FBPA Giardia inh 0%, HCMV antiviral 7, AmpC inh no detg 1%, AmpC inh detg -3% and Sm TGR block -1%.
`Cc1ccc(OCC(O)CNC(=O)c2ccccc2C(=O)O)cc1` (centres undefined) gave AMA1 RON2 block 0%, FBPA Giardia inh 0%, HCMV antiviral 17, AmpC inh no detg -13%, AmpC inh detg -3% and Sm TGR block 1%.
For O=C(COc1ccc(Cl)cc1)OCC(=O)N1CCCc2ccccc21 the results were AMA1 RON2 block -9%, FBPA Giardia inh 2%, HCMV antiviral 55, AmpC inh no detg -9%, AmpC inh detg 1% and Sm TGR block 1%.
For CC(C)Cn1c(SCC(=O)Nc2cc(Cl)c(Cl)cc2Cl)nc(O)cc1=O the results were AMA1 RON2 block 7%, HCMV antiviral 20, AmpC inh no detg inconclusive, AmpC inh detg -11% and Sm TGR block -1%.
`CN(C)CCCN(C(=O)CCc1ccccc1)c1nc2ccc(Cl)cc2s1` gave AMA1 RON2 block inconclusive, FBPA Giardia inh -9%, HCMV antiviral inconclusive, AmpC inh no detg 226%[activator], AmpC inh detg 0% and Sm TGR block -7%.
For CC(=O)OC1N=C(c2ccc(Cl)cc2)c2cc(Br)ccc2NC1=O (centres undefined) the results were AMA1 RON2 block -4%, FBPA Giardia inh inconclusive, HCMV antiviral 4, AmpC inh no detg 32%, AmpC inh detg -14% and Sm TGR block 12%.
For CC(C)OC(=O)c1ccc(NC(=S)NC(=O)c2cncc(Br)c2)cc1 the results were AMA1 RON2 block 90%[activator], FBPA Giardia inh -23%, HCMV antiviral inconclusive, AmpC inh no detg -30%, AmpC inh detg -8% and Sm TGR block 15%.
`CCOC(=O)c1ccc[n+](CC(=O)c2ccc(OC)cc2)c1` gave AMA1 RON2 block -10%, FBPA Giardia inh 1%, HCMV antiviral 36, AmpC inh no detg -9%, AmpC inh detg -4% and Sm TGR block 0%.
`COc1cc(C(=O)NNC(=O)c2ccco2)cc(OC)c1OC` gave AMA1 RON2 block inconclusive, FBPA Giardia inh -1%, HCMV antiviral 5, AmpC inh no detg -11%, AmpC inh detg 6% and Sm TGR block -9%.
COc1ccccc1C1=CC(=O)C[C@H](c2ccc3c(c2)OCO3)C1 was read as AMA1 RON2 block 0%, HCMV antiviral -4, AmpC inh no detg -20%, AmpC inh detg 5% and Sm TGR block 1%.
CCC(=O)Nc1ccc(N2CCN(Cc3ccccc3F)CC2)cc1 was read as AMA1 RON2 block -5%, FBPA Giardia inh -1%, HCMV antiviral 98, AmpC inh no detg 11%, AmpC inh detg -5% and Sm TGR block -5%.
Screening O=S(=O)(c1ccccc1F)N1CCN(CC(O)c2ccccc2)CC1 (centres undefined) returned AMA1 RON2 block -8%, FBPA Giardia inh 6%, HCMV antiviral 58, AmpC inh no detg -15%, AmpC inh detg 4% and Sm TGR block 6%.
`O=C(NNC(=O)c1ccccc1F)c1cccs1` gave AMA1 RON2 block -1%, HCMV antiviral 18, AmpC inh no detg -7%, AmpC inh detg -1% and Sm TGR block 0%.
Screening COc1cc(C(=O)Nc2ccn(C)n2)ccc1OC(F)F returned AMA1 RON2 block -1%, HCMV antiviral -20, AmpC inh no detg -12%, AmpC inh detg -7% and Sm TGR block -2%.
Screening CC(=O)N1c2c(cc(Br)cc2S(=O)(=O)Nc2ccccc2C)CC1C (centres undefined) returned HCMV antiviral -14, AmpC inh detg -1% and Sm TGR block -5%.
CC1=CC(c2ccc(Cl)cc2)n2nc(N3C(=O)CCC3=O)nc2N1 (centres undefined) was read as AMA1 RON2 block 21%, FBPA Giardia inh -6%, AmpC inh no detg -26%, AmpC inh detg -2% and Sm TGR block -5%.
COc1cccc(NC(=O)CN(C)C(=O)C(C)Sc2ccccc2)c1 (centres undefined) was read as AMA1 RON2 block -12%, HCMV antiviral -27, AmpC inh no detg -20%, AmpC inh detg inconclusive and Sm TGR block -7%.
COc1cccc(CNC(=S)Nc2cc(OC)ccc2OC)c1 was read as AMA1 RON2 block inconclusive, FBPA Giardia inh -5%, HCMV antiviral 9, AmpC inh no detg 0%[2.29 µM], AmpC inh detg -4% and Sm TGR block -16%.
CCOC(=O)CN(C(=O)CSc1nnc2c(n1)[nH]c1ccccc12)c1ccccc1 was read as AMA1 RON2 block 18%, FBPA Giardia inh -15%, HCMV antiviral 9, AmpC inh no detg -7%, AmpC inh detg 2% and Sm TGR block 13%.
Screening Cc1cc(C(=O)COC(=O)COc2ccc(C#N)cc2)c(C)n1C1CC1 returned AMA1 RON2 block 8%, HCMV antiviral -29, AmpC inh no detg -3%, AmpC inh detg -4% and Sm TGR block -22%.
For COc1ccc([C@@H]2CC(=O)c3c(O)cc(O)cc3O2)cc1O the results were AMA1 RON2 block -11%, FBPA Giardia inh 17%, HCMV antiviral 153, AmpC inh no detg -26%, AmpC inh detg inconclusive and Sm TGR block -12%.
Screening Cc1ccsc1/C=N/NC(=O)c1nnn(-c2nonc2N)c1C returned AMA1 RON2 block 9%, FBPA Giardia inh 1%, HCMV antiviral -5, AmpC inh no detg -1%, AmpC inh detg 0% and Sm TGR block 1%.
For Cc1ccc([C@@H]2[C@@H]3C(=O)N(C)C(=O)[C@@H]3[C@]3(Cc4ccccc4)C(=O)N(CCO)CC(=O)N23)o1 the results were AMA1 RON2 block 3%, FBPA Giardia inh 21%, HCMV antiviral -6, AmpC inh no detg -23%, AmpC inh detg -11% and Sm TGR block -4%.

An excerpt from above in order of length of the SMILES, descending:
CCOC(=O)CN(C(=O)CSc1nnc2c(n1)[nH]c1ccccc12)c1ccccc1 was read as AMA1 RON2 block 18%, FBPA Giardia inh -15%, HCMV antiviral 9, AmpC inh no detg -7%, AmpC inh detg 2% and Sm TGR block 13%.
COc1cccc(NC(=O)CN(C)C(=O)C(C)Sc2ccccc2)c1 (centres undefined) was read as AMA1 RON2 block -12%, HCMV antiviral -27, AmpC inh no detg -20%, AmpC inh detg inconclusive and Sm TGR block -7%.
Screening Cc1ccsc1/C=N/NC(=O)c1nnn(-c2nonc2N)c1C returned AMA1 RON2 block 9%, FBPA Giardia inh 1%, HCMV antiviral -5, AmpC inh no detg -1%, AmpC inh detg 0% and Sm TGR block 1%.
